Compound activity from PubChem.
KOR beta-arrestin-1 – kappa opioid receptor activators – cell-based, luminescence, uHTS, primary screen (AID 1777). 280,000 compounds, 0.02% hits. KOR beta-arrestin recruitment, luminescence; higher % means a stronger effect. activation, % at 10 µM; hits with a dose series show EC50 in µM; in the data active = activation above about 50%, passing the limit was not always enough; note: a part of the inactive calls stands beside numbers as strong as those of hits
GPR55 antagonists – GPR55 antagonists blocking LPI-driven arrestin recruitment, primary screen, imaging, U2OS, beta-arrestin-GFP, LPI agonist (AID 2013) | inhibition, % at 10 µM, or IC50 in µM where a hit was titrated | 290,000 compounds, 0.13% hits | U2OS GPR55 beta-arrestin-GFP translocation imaging, LPI antagonism; higher % means a stronger effect;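 active = spots per cell inhibited over 60%, with over 100 cells counted and total cytoplasm intensity under 500,000; inconclusive = wells with under 100 cells, flagged as likely toxic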;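 note: U2OS cells stably carrying GPR55 and arrestin-GFP stimulated by 5 µM LPI near EC80; imaged beta-arrestin-GFP aggregate spots per cell after agonist stimulation; plate controls were LPI-stimulated DMSO wells for no effect and DMSO wells without LPI for full effect; some results filed as inactive read as strong as hits; confirmed hits need IC50 under 10 µM and bright autofluorescent wells are also inconclusive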
HIV peptide binding – cell-free HIV fusion peptide-binding blockers – biochemical, uHTS, fluorescence dequenching, primary screen (AID 1986); cell-free peptide binding, fluorescence dequenching, 30 min; higher % means a stronger effect; inhibition, % at 20 µM; hits with a dose series show IC50 in µM; 290,000 compounds, 0.3% hits; in the data active = inhibition mostly above about 52%, no sharp cut-off; inactive = mostly below about 76%; note: some results filed as inactive read as strong as hits
NOD1 NF-kB reporter – NOD1 signaling inhibitors, primary screen, cell-based, luminescence, uHTS (AID 1578); NOD1-driven NF-kB luciferase reporter cells, luminescence; higher % means a stronger effect; one-dose inhibition, % at 4 µM; EC50 in µM for titrated hits; 290,000 compounds, 1% hits; in the data active = inhibition mostly above about 36%, no sharp cut-off; inactive = mostly below about 34%;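 note: HEK-293T reporter cells stimulated with the NOD1 agonist gamma-tri-DAP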
KOR beta-arrestin-2 – KOR antagonists, beta-arrestin recruitment, cell-based, luminescence, uHTS (AID 1778); KOR beta-arrestin recruitment, luminescence, antagonist mode; higher % means a stronger effect; inhibition, % at 10 µM, or IC50 in µM where a hit was titrated; 290,000 compounds, 0.091% hits; note: strong numbers were not always called active
HEK293 NOD2/NF-kB – inhibition of NOD2-driven NF-kB reporter – cell-based, luminescence, uHTS, HEK293 (AID 1566); 290,000 compounds, 0.63% hits; one-dose inhibition, % at 4 µM; EC50 in µM for titrated hits; HEK293 NOD2/NF-kB luciferase reporter, luminescence; higher % means a stronger effect; note: many of its hits are not listed in these tables
GPR55 beta-arrestin – GPR55 agonists via beta-arrestin recruitment, primary screen, imaging, U2OS cells, beta-arrestin-GFP redistribution (AID 1961); 290,000 compounds, 0.048% hits; U2OS GPR55 beta-arrestin-GFP redistribution imaging; higher % means a stronger effect; one-dose activation, % at 10 µM; EC50 in µM for titrated hits;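 active = activation above 40% with more than 50 cells counted in the well; inconclusive = wells holding fewer than 50 cells, flagged as toxic or sparse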;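 note: U2OS osteosarcoma cells stably expressing GPR55 and beta-arrestin-GFP; plate controls were DMSO negative control for no effect and LPI positive control for full effect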
MgcRacGAP inhibition – MgcRacGAP GTPase-activating activity inhibitors, confirmation, biochemical, ADP Hunter fluorescence. MgcRacGAP-stimulated Rac1 GTP hydrolysis, ADP Hunter fluorescence; higher % means a stronger effect; GST-tagged Rac1 F28L mutant substrate. inhibition, % at 30 µM; hits with a dose series show IC50 in µM. 340,000 compounds, 0.6% hits;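 active = first-screen hits whose inhibition reached a set limit at any dose in the follow-up dose series; inconclusive = inhibition above the set first-screen limit but never retested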;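 note: fluorescence reports GDP produced by GAP-driven GTP hydrolysis; strong numbers were not always called active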
Large T inhibition – SV40 large T antigen inhibitors, biochemical (AID 1903); SV40 large T antigen ATPase/helicase inhibition assay; higher % means a stronger effect; 310,000 compounds, 0.39% hits; inhibition, % at 20 µM; hits with a dose series show IC50 in µM; in the data active = a potency from the dose series; inconclusive = inhibition mostly from about 32% at the one dose, without a potency; inactive = the rest, 99 in 100 with inhibition below about 32%; note: strong numbers were not always called active
* marks the source's active call; other numbers are inactive results; u = inconclusive; x = no result given; & = joins results of further samples; [ ] = another dose, or the depositor's remark. Cut-off read from the data, not from the text of the source, unless noted: active = inhibition above about 50%; inactive = the rest.

SMILES | KOR beta-arrestin-1 | GPR55 antagonists | HIV peptide binding | NOD1 NF-kB reporter | KOR beta-arrestin-2 | HEK293 NOD2/NF-kB | GPR55 beta-arrestin | MgcRacGAP inhibition | Large T inhibition
COc1ccc(CCNC(=O)CSc2nnc(-c3ccco3)c(-c3ccco3)n2)cc1OC | -2.0% | 6.7% | 25.1% | -19.8% | -0.6% | -8.3% | 0.6% | x | u
CCOCCn1c(CN2CCC(C)CC2)nc2c1c(=O)n(C)c(=O)n2C | 1.1% | 0.4% | 1.6% | 4.3% | -8.2% | 12.8% | -0.2% | x | 12.4%
O=C(Nc1nnc(SCc2ccccc2F)s1)c1ccco1 | -3.3% | 5.0% | -1.2% | -29.8% | 18.0% | -12.0% | 0.0% | 9.4% | 6.2%
Cc1ccc(N2CCN(c3ccc([N+](=O)[O-])cn3)CC2)c(C)c1 | -3.9% | 12.6% | 2.0% | 4.6% | 7.2% | 49.8% | 0.0% | 6.7% | 5.7%
O=C(NCc1ccccc1)C(c1ccc(F)cc1)N(Cc1ccco1)C(=O)c1ccccn1 (configuration not stated) | -1.6% | 30.1% | 1.9% | 7.0% | -2.9% | 7.3% | -0.1% | -2.8% | 0.5%
N#Cc1cc2ccccc2nc1N | 2.4% | 0.8% | 0.4% | -18.6% | -14.1%[20 µM] | 1.1% | -0.1% | 1.2% | 1.5%
CCCCCC(=O)N1CCN(CCN=CC2=C(O)CC(c3cccs3)CC2=O)CC1 (configuration not stated) | 0.0% | 9.3% | -1.0% | -10.4% | -2.5% | 5.9% | -0.2% | 1.1%&3.9% | 8.7%
Cc1ccc(OCc2nnc(SC3CCc4ccccc4C3=O)n2C)cc1 (configuration not stated) | 3.4% | -12.9% | -0.9% | x | -54.5% | x | -0.1% | 10.2% | u
CN(C)c1ncnc2c1ncn2C1OC(CO)C(O)C1O (configuration not stated) | x | 38.2% | -3.3% | 49.5% | 4.8% | -174.1% | -0.1% | 12.9% | 0.5%
COc1ccc(-c2nc(CC(=O)O)cs2)cc1OC | 6.0% | 15.8% | 1.2% | -8.3% | -3.3% | 1.1% | -0.1% | x | 0.5%
Cc1ccc2c(c1)c1c3n2CC(=C2C(=O)OC(C)(C)OC2=O)NC3CCC1 (configuration not stated) | -2.9% | 1.9% | 19.6% | -25.5% | 9.2% | -1.2% | -0.1% | 16.8% | -0.7%
N#Cc1c(NC(=S)NC(=O)Cc2cccs2)sc2c1CCCCC2 | -0.8% | -3.8% | 4.6% | 41.8% | -13.8% | 23.8% | 0.3% | 11.1% | 11.8%
Cc1nc(/C(N)=N/OC(=O)c2ccc(Cl)cc2)c(C(F)(F)F)o1 | 5.3% | 13.3% | 1.2% | -3.9% | 11.4% | -2.7% | 1.0% | 10.6% | 5.1%
CCOc1ccc(NC(=O)c2ccc(S(=O)(=O)N(C)C)cc2)cc1 | -1.3% | 0.4% | 0.4% | -24.6% | 18.8% | 7.0% | -0.1% | 2.3% | 0.1%
O=C(CN1C(=O)COc2ccc(Cl)cc21)NC1CC1 | 8.5% | 2.1% | -0.5% | -14.5% | -11.8% | 3.4% | -0.1% | 1.1% | 26.9%
CC(=O)Nc1cc(C(N)=O)c(Cl)cc1Cl | -3.4% | -0.6% | 1.5% | -3.2% | -2.6% | 0.9% | -0.2% | 4.6% | 10.2%
COC(=O)CN=C1OC(=O)N2C(=O)C3=C4[C@@H](C[C@H]5C(=O)N(c6ccccc6)C(=O)[C@H]5[C@H]4[C@@]12Cc1ccccc1)[C@H]1C(=O)N(c2ccccc2)C(=O)[C@H]1[C@H]3C | 4.0% | -3.2% | 2.0% | -6.5% | -38.2% | -7.5% | 0.3% | 4.8% | 9.7%
COC(=O)c1ccc(C(=O)OC)c(NC(=O)COC(=O)C2CCCCC2)c1 | 1.9% | 4.4% | -0.9% | 11.7% | -37.3% | -8.1% | 0.2% | 2.9% | 0.9%
CCOC(=O)CNC(=O)CSc1nnc(NC(=O)c2ccc(S(=O)(=O)N3CCOCC3)cc2)s1 | -2.0% | -2.8% | 0.7% | -3.6% | 17.8% | 8.3% | -0.1% | 8.7% | 25.9%
COc1ccc(CC2NCCC3(O)CCCCC23)cc1 (configuration not stated) | -7.7% | 2.5% | -0.4% | 5.1% | -3.1% | -7.1% | -0.2% | 2.9% | -1.3%
Cc1ccc(SCCNC(=O)C(C)C)cc1 | -2.1% | 8.6% | -1.6% | -14.9% | 0.4% | 9.1% | 0.0% | -4.4% | 3.2%
N/C(CS(=O)(=O)c1ccccc1)=N\OC(=O)c1ccc(F)cc1 | -1.4% | 8.3% | -1.1% | -26.9% | 7.5% | -3.8% | -0.1% | 5.1% | 11.9%
O=C(CSc1ncccc1C(=O)O)c1ccccc1 | -4.4% | 3.6% | -1.8% | -13.8% | -9.2% | -3.6% | 0.8% | 9.9% | -1.5%
Cc1cccc(NC2=C(Cl)C(=O)OC2OC(C)C)c1 (configuration not stated) | 0.3% | 8.3% | -0.5% | -15.0% | 4.2% | 2.8% | -0.3% | 0.7% | 1.5%
CCCCNC(=O)Cn1nc(Cc2ccncc2)c2ccccc2c1=O | -2.6% | 5.1% | 0.2% | -17.7% | 35.3% | -28.2% | 0.3% | 8.5% | 2.1%
Cc1cc(NC(=O)CSc2ncc(CO)n2Cc2ccc(F)cc2)no1 | -2.6% | 5.9% | -1.5% | -29.2% | -19.6% | -7.2% | -0.1% | 16.5% | 12.4%
Oc1c(Br)cc(Cl)cc1C=Nc1ccccc1Br | 0.7% | 10.6% | 12.0% | 7.0% | 4.8% | 9.2% | 1.0% | 2.6% | -1.0%
CCC(CC)c1nnc(NC(=O)CN2C(=O)c3ccccc3C2=O)s1 | -0.5% | -4.7% | -1.0% | -21.8% | 6.6% | 9.3% | -0.1% | 7.2% | 9.9%
Cn1c(SCC(=O)c2ccccc2)nnc1C1COc2ccccc2O1 (configuration not stated) | x | 1.0% | -1.6% | -5.0% | 4.3% | -9.9% | -0.1% | 4.7% | 7.8%
O=C(NCc1cccc(Cl)c1)c1cnn2c1NC(c1ccco1)CC2C(F)(F)F (configuration not stated) | -2.5% | -0.7% | 5.8% | -11.4% | -2.7% | -0.2% | -0.1% | 4.4% | 0.7%
COc1cccc(-c2nc(CS(=O)(=O)CC(=O)N3CCc4ccccc4C3)c(C)o2)c1 | -3.2% | 6.3% | 2.4% | -5.1% | 8.1% | 7.1% | -0.3% | 8.1% | 6.0%
Cc1nnc(NC(=O)CSc2nnc(CC(=O)Nc3ccccc3Cl)n2C)s1 | 5.3% | -4.3% | 0.8% | 29.6% | -31.3% | -14.1% | 0.3% | 1.5% | -0.5%
CCC(C)Nc1nc(Cl)nc(N(C#N)CN2C(=O)c3ccccc3S2(=O)=O)n1 (configuration not stated) | -5.4% | 9.2% | 1.1% | -13.0% | 4.1% | 14.7% | -0.7% | 1.3% | 0.8%
O=C(N/N=C/c1ccc2c(c1)OCO2)c1ccc(NS(=O)(=O)c2cccs2)cc1 | 1.1% | -5.2% | 1.7% | -42.5% | -10.4% | 0.1% | 1.0% | -8.5% | 6.9%
CCC1CN(C(=O)N2CCC(C(=O)Nc3ccccc3F)CC2)c2ccccc2O1 (configuration not stated) | 2.4% | 4.0% | -0.2% | -16.4% | -4.5% | 3.8% | -0.2% | -0.6% | 6.3%
C=CCOc1ccc(Br)cc1CNCCCN1CCOCC1 | 2.2% | 2.3% | 0.5% | -6.1% | 13.8% | 0.3% | -0.2% | 3.8% | 5.4%
c1ccc2nc(-c3nc4ccccc4o3)ccc2c1 | 3.1% | 2.4% | -0.1% | 0.0% | -34.8% | -87.0% | -0.1% | -2.4% | -67.8%
CCOc1ccccc1N(C(=O)c1snc(C(N)=O)c1N)C(C(=O)NCCC(C)C)c1ccco1 (configuration not stated) | 16.1% | -2.2% | -0.2% | -0.2% | 29.4% | -12.4% | 0.3% | 9.2% | 5.3%
O=c1c2nnn(Cc3ccccc3)c2ncn1C/C=C/c1ccccc1 | 1.8% | 14.1% | 3.5% | -3.3% | 12.4% | 16.9% | -0.1% | 0.8% | 4.9%
O=C(COC(=O)C1CC2C=CC1C2)Nc1cccc(S(=O)(=O)N2CCCCCC2)c1 (configuration not stated) | -0.5% | 8.6% | -2.5% | 23.0% | 14.1% | 9.5% | -0.3% | -14.4% | 7.0%
Cc1ccc2c(N)c(C)ccc2c1 | 10.8% | 29.4% | 4.2% | -4.1% | -3.7% | 16.4% | -0.3% | 12.7% | 28.2%
COc1cccc(NC(=O)Nc2nc(SC)ns2)c1 | -0.7% | -1.3% | 2.1% | -38.0% | 10.0% | -55.8% | 0.5% | 4.9% | 4.1%
C1CC(CN2CCOCC2)CN(Cc2nc(CC3CC3)no2)C1 (configuration not stated) | -3.0% | -4.3% | -0.8% | -16.9% | 2.4% | -6.1% | 0.5% | 6.2% | 24.4%
COc1cccc(C=NCC(C)N=Cc2cccc(OC)c2O)c1O (configuration not stated) | -2.4% | 3.1% | -2.1% | -15.4% | -12.6% | 10.9% | 0.4% | 7.9% | 14.2%
O=C(NNc1cc(Cl)cc(Cl)c1)c1c(F)cccc1Cl | 6.1% | -13.9% | 2.1% | -5.7% | 12.6% | 2.7% | -0.2% | 12.3% | 7.3%
Cc1c(-c2n[nH]c(=S)n2-c2ccc(Br)cc2)nnn1-c1ccc(Cl)cc1 | -5.4% | 10.3% | 3.1% | -14.2% | -12.0%[20 µM] | 3.8% | 0.2% | 10.7% | 5.9%

4 compounds already listed, arranged by length of the SMILES, highest first.
SMILES | KOR beta-arrestin-1 | GPR55 antagonists | HIV peptide binding | NOD1 NF-kB reporter | KOR beta-arrestin-2 | HEK293 NOD2/NF-kB | GPR55 beta-arrestin | MgcRacGAP inhibition | Large T inhibition
O=C(NCc1ccccc1)C(c1ccc(F)cc1)N(Cc1ccco1)C(=O)c1ccccn1 (configuration not stated) | -1.6% | 30.1% | 1.9% | 7.0% | -2.9% | 7.3% | -0.1% | -2.8% | 0.5%
Cc1nnc(NC(=O)CSc2nnc(CC(=O)Nc3ccccc3Cl)n2C)s1 | 5.3% | -4.3% | 0.8% | 29.6% | -31.3% | -14.1% | 0.3% | 1.5% | -0.5%
N#Cc1c(NC(=S)NC(=O)Cc2cccs2)sc2c1CCCCC2 | -0.8% | -3.8% | 4.6% | 41.8% | -13.8% | 23.8% | 0.3% | 11.1% | 11.8%
O=C(CSc1ncccc1C(=O)O)c1ccccc1 | -4.4% | 3.6% | -1.8% | -13.8% | -9.2% | -3.6% | 0.8% | 9.9% | -1.5%

Some of the compounds tested; count on the stated rates, not on these rows.
